mcGAS RapidFire: inhibitors of Mus musculus cyclic GMP-AMP synthase, initial high-throughput assay, cell-free, RapidFire MS; AID 1259397, 2018; Q8C6L5; inhibition, % at 12.5 µM; 0.18% of 130,000 active; recombinant mouse cGAS, cGAMP by RapidFire MS;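 active means inhibition of cGAS enzyme activity at or above 60%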;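 further: enzyme stimulated by 45 bp dsDNA with ATP and GTP substrates; cGAMP share of summed cGAMP plus half ATP and half GTP signals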
Target sequence (Q8C6L5 whole entry, looked up): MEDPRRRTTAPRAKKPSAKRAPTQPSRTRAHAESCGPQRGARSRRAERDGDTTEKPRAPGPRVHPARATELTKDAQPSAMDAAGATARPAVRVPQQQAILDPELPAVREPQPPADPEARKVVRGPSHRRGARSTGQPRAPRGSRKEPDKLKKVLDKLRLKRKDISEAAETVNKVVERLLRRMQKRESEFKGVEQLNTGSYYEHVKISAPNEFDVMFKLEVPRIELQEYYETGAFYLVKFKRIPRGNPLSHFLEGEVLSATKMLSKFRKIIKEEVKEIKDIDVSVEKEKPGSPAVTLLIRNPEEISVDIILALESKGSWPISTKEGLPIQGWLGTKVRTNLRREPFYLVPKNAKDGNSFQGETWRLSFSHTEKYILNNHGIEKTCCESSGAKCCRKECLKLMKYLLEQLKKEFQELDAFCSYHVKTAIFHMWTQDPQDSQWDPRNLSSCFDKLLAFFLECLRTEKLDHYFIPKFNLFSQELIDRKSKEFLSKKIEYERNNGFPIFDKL
* hit, by the source's call; & = joins results of further samples.

Preview (five entries):
SMILES	mcGAS RapidFire
c1cc(CN(Cc2ccc3nonc3c2)CC2CCCO2)cs1 (configuration not stated)	-19
Cc1cc(-c2ccc(NC(=O)CCC(=O)O)c(C)c2)ccc1NC(=O)CCC(=O)O	-1
CCN1C(=O)c2ccc(Cl)cc2NC12CCN(C(=O)C1CC1)CC2	-8
FCCn1cnc(-c2ccccc2)c1-c1ncc[nH]1	-6
O=C1c2ccccc2C(=O)N1CN(C(=O)C(F)(F)F)c1ccc(Cl)cc1	1

This part in full (from the top)
SMILES	mcGAS RapidFire
c1cc(CN(Cc2ccc3nonc3c2)CC2CCCO2)cs1 (configuration not stated)	-19
Cc1cc(-c2ccc(NC(=O)CCC(=O)O)c(C)c2)ccc1NC(=O)CCC(=O)O	-1
CCN1C(=O)c2ccc(Cl)cc2NC12CCN(C(=O)C1CC1)CC2	-8
FCCn1cnc(-c2ccccc2)c1-c1ncc[nH]1	-6
O=C1c2ccccc2C(=O)N1CN(C(=O)C(F)(F)F)c1ccc(Cl)cc1	1
O=C(Nc1cc(C(F)(F)F)ccc1N1CCCCC1)c1ccoc1	-5
COc1cc(C2C(=C(O)c3ccc(C)cc3)C(=O)C(=O)N2Cc2cccnc2)cc(OC)c1OC (configuration not stated)	3
CC(Cc1cccs1)N(Cc1ccccc1)C(=O)Cn1ccccc1=O (configuration not stated)	-7
O=C(CCC1CCN(C2CCSC2)CC1)Nc1ccccc1Cl (configuration not stated)	-1
COC(=O)C1CCCN1C(=O)c1ccc(S(=O)(=O)N2CC(C)OC(C)C2)cc1 (configuration not stated)	-5
CC(C)n1ncc2c(C(=O)Nc3ccc4c(c3)OCO4)cc(C3CC3)nc21	1
CCCn1c(N2CCN(Cc3cccc4ccccc34)CC2)nc2c1c(=O)[nH]c(=O)n2C	1
COc1ccc(CCN2CCC(Nc3nc4ccccc4n3Cc3ccc(F)cc3)CC2)cc1	-23
Cc1ccccc1-c1noc(CN[C@@H]2c3ccccc3C[C@@H]2O)n1	-13
COCCN1CCC(C(=O)N2CCC(Oc3ccccc3F)CC2)C1 (configuration not stated)	-29
Cn1c(N)nnc1SCc1cc(Br)ccc1Cl	2
Cc1c(NC(=O)CN2CCc3sccc3C2)cccc1[N+](=O)[O-]	-10
Cn1nnc2c(=O)n(Cc3ccccn3)cnc21	-2
CC1CCN(C(=O)C(NC(=O)c2ccc(Cl)cc2)C(C)C)CC1 (configuration not stated)	-10
Cc1noc(C)c1S(=O)(=O)N1CCC(C)C2CCCCC21 (configuration not stated)	-2
CCc1nc2ccccc2n1CC(=O)N1CCN(c2ccc(F)cc2)CC1	-7
COc1ccccc1-c1ccc(C(C)N(C)S(N)(=O)=O)cc1 (configuration not stated)	-2
CC(=O)n1cc(/C=C2\N=C(c3ccc(Cl)cc3)OC2=O)c2cc(Br)ccc21	2
COc1ccc(-c2ccc(=O)n(CC#N)n2)cc1	-8
COC(=O)c1cccc(NC(=O)c2cc(OC)ccc2OC)c1	4
Cc1cc(NS(=O)(=O)c2ccccc2)no1	-3
CN(Cc1nc2ccccc2c(=O)[nH]1)S(=O)(=O)c1ccc2c(c1)CCCC2	-4
Cc1ccc(NC(=O)NNC(=O)c2cccn(Cc3cccc(F)c3)c2=O)cc1	-4
CC(=O)Nc1c(-c2ccc(C)cc2)c(=O)c2ccccc2n1C	-3
CN(CC(=O)Nc1ccccc1Cl)C(=O)CN1CCOc2ccc(Cl)cc21	-4

Quoted from the listing:
Value for COc1ccccc1-c1ccc(C(C)N(C)S(N)(=O)=O)cc1 (configuration not stated) under mcGAS RapidFire: -2
Value for CN(Cc1nc2ccccc2c(=O)[nH]1)S(=O)(=O)c1ccc2c(c1)CCCC2 under mcGAS RapidFire: -4
Value for CN(CC(=O)Nc1ccccc1Cl)C(=O)CN1CCOc2ccc(Cl)cc21 under mcGAS RapidFire: -4
Value for Cc1cc(NS(=O)(=O)c2ccccc2)no1 under mcGAS RapidFire: -3
Value for CC(=O)Nc1c(-c2ccc(C)cc2)c(=O)c2ccccc2n1C under mcGAS RapidFire: -3

Other records:
SMILES	mcGAS RapidFire
COCCNC(=S)NN=C1CCCCCCCCCCC1	-13
Cc1ccc(C(=O)ON2C(=O)CCC2=O)cc1Br	-4
O=C(CNC(=O)c1cc(Cl)c2c(c1)OCCO2)NC1CCS(=O)(=O)C1 (configuration not stated)	5
COCc1[nH]nc2c1C(c1cc(OC)ccc1OC)C(C#N)C(=N)O2 (configuration not stated)	-5
O=C(NS(=O)(=O)CCc1ccccc1)c1cccs1	3
CSc1ncc(Cl)c(C(=O)Nc2ccccc2C(F)(F)F)n1	-9
CCN(CC)c1ccc(-c2n[nH]c(=S)n2CC)cc1	-1
O=C1c2ccccc2S(=O)(=O)N1CCSc1nnnn1C1CCCC1	-5
CC(C)CNC(=O)/C=C/C(=O)O	-3
FC(F)Oc1ccc2c(c1)CCCN2	-6
Cc1nc2n(n1)C(=O)C(C(c1cccc(F)c1)N1CCc3ccccc3C1)S2 (configuration not stated)	-6
CC(CNC(=O)C1(C#N)CCCCC1)N(C)c1ccccc1 (configuration not stated)	-23
CC(=O)N1CC23C=CC(CC2CC1(c1ccccc1)c1ccccc1)O3 (configuration not stated)	-10
CCC(C)N(Cc1ccsc1)C(=O)c1nc2nc(C)cc(C)n2n1 (configuration not stated)	-6
O=C(NCCN1CCOCC1)c1ccco1	-4
CCOC(=O)N1CCN(C(=O)c2cc(COc3cccc(OC)c3)[nH]n2)CC1	-6
CC(C)Oc1ccc(CN2CCC2(C)C(=O)NCc2cccc3ccccc23)cc1 (configuration not stated)	-14
COc1ccc(C(c2c(O)cc(C)n(Cc3ccco3)c2=O)N2CCCCC2)cc1OC (configuration not stated)	-7
COC(=O)c1ccc2c(c1)CN(CC(=O)N1CCN(c3ccccc3)CC1)CC2	-6
O=S1(=O)c2cccc3cccc(c23)N1Cc1ccc(Cl)cc1	-6
O=C(C1CC1c1ccc(F)cc1)N1CCN(C2CC2)C(=O)C1 (configuration not stated)	-3
COC(=O)c1cc(CN(Cc2ccncc2)C2CCN(C)CC2)cs1	-26
Clc1ccc(Cc2nc(-c3cccnc3)no2)cc1	-1
C=CCNC(=O)N1CCC2(CCCN(CCC3CCCCC3)C2=O)C1 (configuration not stated)	-6
O=C(COc1ccc(Cl)cc1Cl)Nc1cccnc1-n1cncn1	-9
COc1cc(NC(=O)N2CCN(CCO)C(=O)C2)cc(OC)c1	-29
CN1CCCCC1CCC(=O)NC1(CN2CCOCC2)CCCCC1 (configuration not stated)	-5
CC1(C(=O)O)CCN1C(=O)COc1ccc(Cl)cc1 (configuration not stated)	-6
CCCC1(CNC(=O)Nc2ccc(Cl)c(CS(C)=O)c2)CC1 (configuration not stated)	-1
CCC(=O)Nc1cccc(C(=O)N(CC)CCN2CCCCCC2)c1	-20
Brc1ccc(CNC23CN4CN(CN(C4)C2)C3)cc1	-11
COC(=O)c1c(C(F)(F)F)nc(C(F)F)c(C(=O)O)c1CC(C)C	1
CC(=O)Nc1sc(-c2ccccc2)c(C)c1C(=O)N1CCCCC1	-25
O=C(O)[C@H]1C[C@H](C(=O)NC2CC2)CN(Cc2cn[nH]c2-c2ccccc2)C1	-3
Cc1sc(N)nc1-c1ccc2c(c1)CCC2	-6
Cc1cc(C2CCCN(CCn3cccn3)C2)n[nH]1 (configuration not stated)	-3
Ic1ccc(Nc2nc(NCCN3CCOCC3)nc(N3CCCC3)n2)cc1	-7
NC(c1csc(Nc2cnccn2)n1)C1CCCCC1 (configuration not stated)	-13
CC1CCN(CCCNS(=O)(=O)c2ccc(Br)cc2)CC1	-8
CCSc1nnc(SCC(=O)Nc2cc(C)on2)s1	-13
Cc1ccnc(NC(=O)CN(C)C(=O)C2(c3ccccc3)CC2)c1	-10
FC(F)Oc1ccc(NC(=S)NCCCn2ccnc2)cc1	-4
CC[C@H]1OC(=O)[C@H](C)[C@@H](O[C@H]2C[C@@](C)(OC)[C@@H](O)[C@H](C)O2)[C@H](C)[C@@H](O[C@@H]2O[C@H](C)C[C@H](N(C)C)[C@H]2O)[C@](C)(O)C[C@@H](C)CN(C)[C@H](C)[C@@H](O)[C@]1(C)O	-9&-6
COc1ccc(C(O)c2c3cc(OC)c(OC)cc3cc[n+]2C)cc1OC (configuration not stated)	-3
CC(=O)NC(C)C(=O)Nc1ccc(-c2nc3ccccc3n2C)cc1 (configuration not stated)	-3
O=C1C2C3C=CC(C3)C2C(=O)N1Cc1ccco1 (configuration not stated)	4
c1ccc2c(c1)ncn2-c1ccc(OCCN2CCCC2)cc1	-11
Cc1ccccc1CN1C(=O)C2(NCCS2)c2ccccc21 (configuration not stated)	-12
O=C(c1ccc(-n2cnnc2)cc1)N(CC#Cc1ccccc1)C1CCCC1	-14
COC(=O)[C@@H]1CCCN1C(=O)CC1(c2ccccc2C)CC(=O)N(CCN(C)C)C1=O (some centres not stated)	4

The results go on.
SMILES	mcGAS RapidFire
S=C(Nc1ccc(Cl)cc1Cl)Nn1cnnc1	-1
Cc1ccccc1-n1ncc(C(C)NC(=O)c2cscn2)c1C (configuration not stated)	2
O=C(Nc1ccc2oc(C3CC3)nc2c1)N1CCCCCCC1	-12
CCc1nc2nc3c(cn2n1)C(=O)CCC3	-1
O=C(CCNC(=O)C(=O)N1CCCCCC1)Nc1ccccc1F	-3
CC(NC(=O)C12CC3CC(CC(C3)C1)C2)C(=O)NN=Cc1ccc([N+](=O)[O-])o1 (configuration not stated)	-15
Cn1cc(-c2ccc3c(c2)COCC(=O)N3CCN2CCOCC2)cn1	-16
Cc1cn2c3c(=O)n(C)c(=O)n(C)c3nc2n1Cc1ccc(F)cc1	-8
CC12CCC(C(N)=O)(c3nc4ccccc4nc31)C2(C)C (configuration not stated)	4
Nc1nc(Sc2cccs2)cc(N2CC[C@H](CO)[C@H](O)C2)n1	-16
CC(=O)N1CCc2cc(S(=O)(=O)NC(C)C)ccc21	-4
CCCc1c(C(=O)O)[nH]c(C)c1C(C)=O	5
Cc1nn(-c2ccccc2)c2c1P(=O)(N1CCCC1)C(=C1N(C)c3ccccc3C1(C)C)C=N2 (configuration not stated)	-30
O=C1CCCN1CCSc1ccc(F)cc1F	-7
CCc1cc(-c2nccn2CCCc2nn[nH]n2)on1	-5
Cc1cc(C)cc(OCC(=O)NNC(=O)C2COc3ccccc3O2)c1 (configuration not stated)	-10
NC(=O)c1ccsc1NC(=O)c1ccc([N+](=O)[O-])s1	-1
CC(=O)c1cc(C(=O)N2CCCC(C(=O)c3cccc(C(F)(F)F)c3)C2)cs1 (configuration not stated)	-4
O=c1cccnn1CCNS(=O)(=O)c1ccc(OC(F)(F)F)cc1	-7
CCN1CCN(C(=O)c2cccc(OC3CCN(C(=O)C4CC4)CC3)c2)[C@@H](C)C1=O	-13&2
CCOC(=O)C1=C(C)NC(=O)NC1c1ccc(N(CC)CC)cc1 (configuration not stated)	2
CCNC(=O)C1(C)CCN1Cc1cc(-c2ccccc2)n(C)n1 (configuration not stated)	0
Cn1cc(-c2nc3c([nH]2)c(-c2ccccc2)nn3C)c(-c2ccccc2)n1	-14
Cc1ocnc1C(=O)N[C@H]1C[C@H]2CN(C)CCN2C1	-1
CCOC(=O)Cn1cnc(=O)c(C#N)c1C	-12
COc1ccccc1C(C)NC(=S)NCc1ccco1 (configuration not stated)	-1
O=C(Cc1ccc(-c2ccccc2)cc1)NC1CCN2CCCCC12 (configuration not stated)	-15
CCCCN(C)CCNC(=O)CCCn1c(=S)[nH]c2cc3c(cc2c1=O)OCO3	23
c1ccc2c(NCCNc3ncnc4ccccc34)cccc2c1	-1
Cc1nn(Cc2ccccc2F)c(=O)c2c1cnn2-c1cccc(Cl)c1	-5
CCN(CC1CCN(C2CCN(C)CC2)CC1)C(=O)C1=CCCC1	-7
Cn1c(=O)c2c(ncn2CC#N)n(C)c1=O	-4&19
Cc1noc(C)c1C(=O)OCc1csc(Nc2ccccc2)n1	-7
CC1=C(CCN2CC[C@@H](N(C)CCc3ccccn3)[C@H](O)C2)C(C)(C)CCC1	17
O=C(NC1CCCC1n1ccnc1)c1nn(-c2ccccc2)cc1O (configuration not stated)	-3
COC(=O)[C@@H]1C[C@@H](N(C)C)CN1C(=O)c1ccc2ncsc2c1	-22
COCCNC(=O)C1CCC(C)N(Cc2c(C)noc2C)C1 (configuration not stated)	-13
Cc1cccc(C2CCCN2C(=O)NCCS(C)(=O)=O)c1C (configuration not stated)	-6
Cc1cnc2c(Cl)c(C(=O)NCC(=O)NC(C)(C)C)nn2c1	-10
COc1ccc(CN(C(=O)CCS(=O)(=O)C2CCCC2)C2CC2)cc1	-9
CCCCCC1=CCCC1=NNC(=S)NCCOC	-8
Cc1nnnn1C(Cc1ccc(F)cc1)C(=O)O (configuration not stated)	0
C[C@@H](NC(=O)c1ccc2nc(-c3ccccc3)c(-c3ccccc3)nc2c1)C(C)(C)C	-4
COC(=O)c1ccc(N2CN=C(c3ccc(C)cc3)NC2=S)cc1	-8
Cn1c(=O)n(CN2CCN(S(=O)(=O)c3ccc(Cl)c(Cl)c3)CC2)c2ccccc21	-3
Fc1ccccc1-c1n[nH]c(=S)n1C1CCCC1	20
Clc1ccc(Sc2ccnc3cc(Cl)ccc23)cc1	-9
CCN(CC)c1onc(-c2ccccc2)c1CNCc1ccccc1F	-9
Cn1c(=O)c([N+](=O)[O-])c(N2CCN(CCOc3ccc(Cl)cc3)CC2)c2ccccc21	-2
CCCCCCn1c(SC(C)C(C)=O)nc2c1c(=O)[nH]c(=O)n2C (configuration not stated)	-8

Other compounds follow:
SMILES	mcGAS RapidFire
CN(Cc1ccsc1)Cc1nnc2n(C)c(=O)c3ccccc3n12	-2
O=C(CC(=O)N1Cc2cc3c(cc2C2(CCCC2)C1)OCCO3)Nc1nccs1	1
CC(=O)Nc1ccc(NC(=O)Cn2nc(C)c3cnn(-c4ccccc4)c3c2=O)cc1	-10
COc1cccc(COC(=O)Cn2cc(C)cn2)c1	-10
COc1ccc(C)cc1S(=O)(=O)NCc1ccco1	-5
C#Cc1cccc(Nc2ncnc3cc(OCCOC)c(OCCOC)cc23)c1	2
Cc1ccc(C)c(OCC(O)CN2C(=O)c3ccccc3C2=O)c1C (configuration not stated)	-3
O=C(c1cc2ccccc2[nH]1)N1CCC2(CCCN(Cc3cccnc3)C2=O)C1 (configuration not stated)	-12

From PubChem BioAssay

Only part of the results is shown. The share of hits here may be higher or lower than overall.
